ATXN viability: Viability Counterscreen for Primary qHTS for Inhibitors of ATXN expression | hit rate 0.49% among 400,000 | S2 cells (HEK-293 line with an ATXN2-luciferase reporter) viability, CellTiter-Fluor protease fluorescence, 24 h | Potency, µM (titrated, usually from 56.7 µM), actives largely listed as cytotoxic | AID 651635, 2014; note: potency is the fitted concentration of half-maximal effect; nearly all actives have a fitted effect of over 40% in size
TGFb inhibitor: qHTS for Inhibitors of TGF-b; HepG2 CAGA-GFP TGF-b/SMAD3 reporter, GFP fluorescence, 18 h; TGF-beta stimulated, 500 pg/mL final; Potency, µM (series often up to 46.1 µM), inactives show top-dose activity, negative = inhibition, usual class: inhibitors; hit rate 1.2% among 410,000; AID 588855, 2011; note: potency is the fitted concentration of half-maximal effect; % is set by controls: 0 for no effect and ±100 for the full control effect; nearly all actives have a fitted effect of over 65% in size
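Using HEPG2 CAGA-GFP reporter cells at 1000 cells/well, we pinned test compounds, stimulated with recombinant TGF-beta (500 pg/mL final) and measured total well GFP after 18 h.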
Nrf2 activator: qHTS of Nrf2 Activators | hit rate 0.31% among 410,000 | AREc32 ARE-luciferase reporter (MCF7-derived line), luminescence, 24 h | Potency, µM (titrated, usually from 46.1 µM), for the others: at the highest dose activation, most hits filed as activators | AID 624171, 2012; note: potency is the fitted concentration of half-maximal effect; % of control where 0% means no effect; nearly all actives have a fitted effect of over 65% in size
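Reporter line AREc32 (ARE-Fluc), seeded overnight in OPTI-MEM with 5% FBS; compound pin-transferred, 24 hr at 37 deg C, 5% CO2; luminescent read-out.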
Nrf2 block: Nrf2 qHTS screen for inhibitors; A549 ARE-Fluc reporter, luciferase luminescence, 18-24 h; Potency, µM (highest dose often 46 µM), for the others: at the highest dose activity change, negative = inhibition, most hits filed as inhibitors; hit rate 2.1% among 360,000; AID 504444, 2011; note: potency is the fitted concentration of half-maximal effect; % is set by controls: 0 for no effect and ±100 for the full control effect; nearly all actives have a fitted effect of over 60% in size
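Concentration-response testing used A549 ARE_Fluc cells at 5000 cells/well. Following an 18-24 h compound incubation, viability was read by fluorescence (Ex 405/Em 525) and luciferase output by luminescence.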
CCT chaperon mod: High-Throughput Screening for Modulators of Cytosolic Chaperonin Activity. hit rate 0.3% among 360,000. purified chaperonin ATPase assay, HTRF ADP detection, 30 min. activity change, % (no concentration beside the values), hits read low. AID 651819, 2012; in the data active = activity change below about -30%; note: % is set by controls: 0 for no effect and ±100 for the full control effect
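Enzyme 40 or 20 nM (batch-dependent) in Tris pH 7.4/KCl/MgCl2/DTT; cpd 76 uM single point; ATP 10 uM; 30 min 37 °C; Transcreener ADP HTRF detection, 30 min RT; ratio 665/615.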
pAkt inh: HTS Assay for Inhibitors of Akt Phophorylation: Primary Screen | Neuro2A IGF-stimulated pAkt S473 HTRF, 20 min; hits give low values | activity change, % for hits at 50 µM | hit rate 0.32% among 360,000; in the data active = activity change below about -80%; inconclusive = mostly about -51% to -80%; note: % is set by controls: 0 for no effect and ±100 for the full control effect
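Neuro2A cells in DMEM with 0.5% FBS, overnight at 37 deg C, given compound at single 50 µM final, then IGF (6 nM final) for 20 min at 37 deg C. Lysed; phospho-Akt Ser473 by HTRF after 24 h, 665/615 ratio.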
A549 tox: Nrf2 qHTS screen for inhibitors: counterscreen for cytotoxicity; A549 ARE-Fluc cells, CellTiter-Fluor viability, 18-24 h; Potency, µM (highest dose often 46 µM), for inactives: at the highest dose activity change, negative = cytotoxicity, hits mostly inhibitors; hit rate 0.16% among 390,000; note: potency is the fitted concentration of half-maximal effect; % is set by controls: 0 for no effect and ±100 for the full control effect
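A549 ARE-Fluc cells in 5% FBS OPTI-MEM, 5000 cells/well, rested 2 h then exposed to compounds in concentration-response for 18-24 h at 37 °C. Viability by CellTiter-Fluor fluorescence (Ex 405/Em 525) after 30 min; luciferase luminescence (BugLite, 15 min, RT) read afterwards.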
HepG2 viability: qHTS for Inhibitors of TGF-b: Cytotox Counterscreen; Potency, µM (top dose mostly 46.1 µM), for the others: top-dose activity change, negative = cytotoxicity, usual class: cytotoxic; HepG2 CAGA-GFP viability, ATP luminescence, 18 h; hit rate 0.76% among 410,000; note: potency is the fitted concentration of half-maximal effect; some results filed as inactive show a strong effect at the top dose
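HepG2 CAGA-GFP cells (1000/well, DMEM with 1% FBS) received compound, then TGF-beta at 500 pg/mL final, and were incubated 18 hours at 37 degrees C. Viability was read by CellTiter-Glo luminescence. Media-only wells were set as complete cell-killing and DMSO as no toxicity.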
MmCpn inh: Inhibitors of TCP-1 ring complex (TRiC) of Methanococcus maripaludis (MmCpn): qHTS | purified Mm-Cpn ATPase, ADP Transcreener TR-FRET | Potency, µM (top dose mostly 76.9 µM), for inactives: at the highest dose activity, negative = inhibition, hits mostly inhibitors | Chaperonin Mm-Cpn (Methanococcus maripaludis) | hit rate 0.031% among 330,000; note: potency is the fitted concentration of half-maximal effect; % is set by controls: 0 for no effect and ±100 for the full control effect; nearly all actives have a fitted effect of over 80% in size
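Measured: ADP formation by purified Mm-CPN. Conditions: 25 nM protein, 10 uM ATP, Tris pH 7.4 with Mg2+, K+ and DTT, 37°C for 30 min. Detection: Transcreener HTRF after 30 min at room temperature.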
The depositor's hits bear a star; i = inactive; ? = inconclusive; nt = not tested or not shown; & = joins results of further samples; [ ] = remark or other dose. Unless noted, calls come from the whole dose curve; as a rule, active = well fitted curve in the direction sought with a large enough effect; inconclusive = small, poorly fitted or top-dose-only effect, or another doubt; inactive = no such curve, though single readings can be large; an effect the other way counts as inactive or inconclusive.

canonical_smiles,ATXN viability,TGFb inhibitor,Nrf2 activator,Nrf2 block,CCT chaperon mod,pAkt inh,A549 tox,HepG2 viability,MmCpn inh
O=C(CNC(=O)c1ccc(Br)o1)Nc1ncccc1O,i,-3%,0.0%,2%,-3.0,i,5%,-6%,1%
Cc1cc(=O)[nH]c(N/N=C/c2cccs2)n1,i,-1%,5.3%,5%,-2.1,i,-1%,-1%,0%
O=C(Nc1cccc2c1C(=O)NC2=O)c1ccc(S(=O)(=O)N2CCCC2)cc1,i,-12%,-0.6%,-4%,-2.6,i,?,1%,-2%
O=C(NCCC(=O)N(CCc1ccccc1)Cc1ccccc1)c1ccc([N+](=O)[O-])cc1,i,-11%,6.0%,-20%,-2.8,i,1%,-27%,-4%
O=C(CC1C(=O)NCCN1C(=O)Nc1ccccc1)Nc1cc(Cl)ccc1Cl (stereo unspecified),i,0%,2.8%,-18%,-1.5,i,0%,-59%,0%
Cc1cc(Nc2ccc3ccccc3c2)n2ncnc2n1,i,?,?,-29%,0.5,nt,-11%,-8%,-1%
COc1ccc(-c2c(C#N)c(C)nc3c2C(=O)c2ccccc2-3)cc1,i,15%,0.8%,17%,2.0,i,13%,-12%,-3%
CC1ON=C(c2ccc(F)cc2)NC1=O (stereo unspecified),i,7%,0.5%,nt,0.0,i,nt,0%,nt
CCOC(=O)Cn1c2ccccc2n2nc(CCC(=O)O)c(=O)nc12,i,17%,0.7%,6%,1.9,i,1%,7%,-10%
C=CCn1c(SCC(=O)Nc2sccc2C#N)nc2sc(C)c(C)c2c1=O,i,14%,0.1%,2%,-2.0,i,1%,1%,nt
O=C(Nc1ccc2c(c1)OCO2)C1CCCN1C(=O)Nc1ccccc1 (stereo unspecified),i,1%,-0.1%,1%,-1.1,i,-10%,-33%,2%
CCCn1c(C)cc(=O)c2cc(NC(=O)c3ccccn3)ccc21,i,-4%,0.6%,-21%,-3.6,i,-5%,-53%,0%
Nc1ccc2c(c1)nnn2-c1ccccc1,i,-3%,2.3%,?,-1.6,i,-11%,-5%,-3%
COc1cc(OC)cc(-c2oc(=O)c3cc(OC)c(OC)cc3c2C#CCCCO)c1,i,7%,3.2%,6%,-0.6,i,7%,4%,1%
Cc1cc(NC(=O)CSc2nc(-c3ccccc3F)nc3c2c(=O)n(C)c(=O)n3C)no1,i,0%,5.2%,nt,nt,nt,5%,14%,nt
Cc1ccn2c(NC3CCCCC3)c(C)nc2c1,i,?,0.0%,11%,1.2,i,-8%,1%,-1%
CCN(CC)c1nc(C#N)cc(-c2ccc(OC)cc2)n1,i,9%,4.6%,?,-4.2,nt,-2%,-6%,-1%
CC(C)c1ccc(C2NC(=O)c3c(sc4c3CCN(C)C4)N2)cc1 (stereo unspecified),i,31%,4.7%,6%,nt,nt,0%,-5%,nt
COc1cc(/C=N/Nc2nc3ccccc3[nH]c2=O)ccc1O,i,-12%,0.7%,-5%,2.3,i,-8%,5%,-14%
CCn1c(=O)c(C(=O)NNS(=O)(=O)c2ccc(Cl)cc2)c(O)c2ccccc21,i,-7%,0.4%,?,0.9,i,?,0%,-5%
Cc1ccc(S(=O)(=O)N2CC3(O)CN(C(=O)OC(C)C)N(C(=O)OC(C)C)CC3(OC(=O)NCC3CCCCC3)C2)cc1 (stereo unspecified),14µM*,?,-3.3%,nt,2.5,i,nt,-26%,nt
CCN1C(=O)CC(C(=O)NC)SC1=Nc1cc(Cl)c(O)c(Cl)c1 (stereo unspecified),i,-4%,0.2%,-7%,-1.4,i,4%,-11%,-2%
CCOc1ccccc1NS(=O)(=O)N(C)C,i,-16%,-0.9%,1%,-1.3,i,-4%,15%,1%
Nc1ccc2nc(Cc3ccccc3)[nH]c2c1,?,3%,9.9%,?,0.0,i,-3%,-8%,-1%
NC(=O)COC(=O)c1oc2ccccc2c1CSc1ccc(Cl)cc1,i,?,0.1%,?,-2.1,i,5%,-39%,1%
CCCNC(=O)c1cc(C2CCCCN2C(=O)OC)on1 (stereo unspecified),i,2%,0.3%,nt,-2.7,i,nt,14%,nt
O=C(Nc1ccccc1OC(F)F)C1CCCN1C(=O)c1cccs1 (stereo unspecified),i,-16%,0.2%,8%,-1.8,i,-1%,11%,2%
O=C(CNC(=O)c1ccccc1)OC(C(=O)Nc1cc(C(F)(F)F)ccc1Cl)c1ccccc1 (stereo unspecified),i,?,-0.8%,13%&12%&0%,-0.8,i,0%&18%&2%,-35%&-34%&-19%,0%
CCCOc1ccc(N2C(=O)C3ON(c4ccccc4)C(CCC)C3C2=O)cc1 (stereo unspecified),i,43%,0.3%,11%,2.2,i,14%,-12%,1%
N#Cc1ccccc1NC(=O)COc1ccccc1C(=O)Nc1ccccc1,i,-11%&-10%,5.7%,-7%,1.6,i,-1%,-25%&3%,-1%

Next part, overlapping the part above by 2 compounds.
canonical_smiles,ATXN viability,TGFb inhibitor,Nrf2 activator,Nrf2 block,CCT chaperon mod,pAkt inh,A549 tox,HepG2 viability,MmCpn inh
CCCOc1ccc(N2C(=O)C3ON(c4ccccc4)C(CCC)C3C2=O)cc1 (stereo unspecified),i,43%,0.3%,11%,2.2,i,14%,-12%,1%
N#Cc1ccccc1NC(=O)COc1ccccc1C(=O)Nc1ccccc1,i,-11%&-10%,5.7%,-7%,1.6,i,-1%,-25%&3%,-1%
O=C(CCC(NC(=O)OCc1ccccc1)C(=O)OCc1ccccc1)NCC(=O)OCc1ccccc1 (stereo unspecified),i,-21%,3.3%,-11%,-2.2,i,-8%,-60%,1%
CCOC(=O)C1CCCN(S(=O)(=O)c2ccc3c(c2)C(C)(C)C(=O)N3C)C1 (stereo unspecified),i,-3%,0.0%,-8%,-3.2,i,-4%,2%,1%
O=C(NC1CCCCC1)c1cc(-c2ccc(F)cc2)on1,i,2%,0.1%,?,-3.0,i,-3%,10%,2%
Cc1ccc(Cn2c(-n3nc(C)cc3C)nc3c2c(=O)[nH]c(=O)n3C)cc1,i,2%,-0.2%,1%,0.2,i,0%[1.84 µM],-11%,0%
Cc1ccc(-c2nnc(Nc3ccc(Cl)c(Cl)c3)c3ccccc23)cc1S(=O)(=O)NCCO,?,11µM*,-1.5%,?,nt,nt,-7%,-29%,nt
CSCC[C@H](NC(=O)OC(C)(C)C)C(=O)N1CCC(C(=O)N[C@@H](C)C(=O)NCc2ccc(F)cc2)CC1,i,1%,0.7%,-6%,-1.0,i,5%,-7%,2%
CCc1ccc(NC(=O)/C(C#N)=C/c2cc3ccc(C)cc3nc2N2CCOCC2)cc1,?,9%,0.0%,-16%,-4.9,i,4%,0%,-7%
CCc1ccc(C(=O)c2cn(CC(=O)Nc3ccc(Cl)cc3)c3cc4c(cc3c2=O)OCO4)cc1,i,?,-2.4%,?,nt,nt,-11%,-5%,nt
COc1ccc(Cl)cc1NC(=O)Cn1cc(C(=O)c2ccncc2)c(=O)c2cc(C)ccc21,nt,13%,0.7%,nt,nt,nt,10%,-23%,nt
COC(=O)c1ccc(C(=O)NCCCCO)cc1,i,-15%,0.0%,15%,-0.6,i,2%,16%,-5%
Cc1ccc(/C=C2\SC(=S)N(CCCC(=O)Nc3ccccc3C(=O)O)C2=O)cc1,i,-7%,-1.9%,15µM*,-2.9,i,2%,-5%,-1%
Cc1ccc(NC(=O)COC(=O)C2CCC2)cc1S(=O)(=O)N1CCOCC1,i,-2%,1.1%,8%,1.7,i,3%,2%,-1%
CCN1CCN(S(=O)(=O)c2ccc(Cl)c(C(=O)N(C)C(c3ccccc3)c3ccccc3)c2)CC1,i,?,0.1%,-25%,0.4,i,0%,-15%,0%
N#Cc1c(-c2ccc(F)cc2)noc1N,i,2%,?,25%,1.2,i,0%,16%,0%
COc1ccccc1N1CCN(C(=O)CCNS(=O)(=O)c2ccc3c(c2)CCN3C(=O)C2CC2)CC1,i,-16%,0.4%,nt,nt,nt,13%,-28%,nt
CCCOc1ccc(NC(=O)CC2C(=O)N(c3cccc(OC)c3)C(=O)N2Cc2cccs2)cc1 (stereo unspecified),nt,-35%,4.6%,6%,nt,nt,-19%,-24%,nt
O=C(COCc1cc(-c2ccc(F)cc2)on1)Nc1cccc(C(F)(F)F)c1,i,40%,-0.7%,10%,nt,nt,-8%,0%,nt
CCOC(=O)N1CCN(c2nnc(-c3ccccc3)c3ccccc23)CC1,i,0%,1.8%,?,-6.8,i,-7%,-16%,0%
CCCNC(=O)C1(C)CCN(Cc2cc3ccccc3o2)C1 (stereo unspecified),i,-12%,-0.3%,nt,0.2,i,nt,-27%,nt
NCCCCCC(=O)Nc1ccncc1,i,7%,-0.8%,-25%,0.3,i,1%,-34%,2%
S=C(Nc1ccc(Br)cc1)NC1CCCCC1,i,10µM*,2.0%,0%,-0.6,i,2%,-45%,1%
CN1CC(=O)Nc2ccc([N+](=O)[O-])cc2C1=O,i,8%,-0.8%[9.22 µM],-9%,2.0,i,2%,0%,1%
COc1cccc(NC(=O)CN(C)C(=O)CSc2ncnc3sc(C)c(C)c23)c1,i,-8%,0.3%,-3%,0.3,i,3%,5%,2%
Cc1cccc(-n2c(SCc3ccc([N+](=O)[O-])cc3)nnc2-c2c[nH]c3ccccc23)c1,?,-19%,6.4%,?,-0.7,i,-11%,-16%,-1%
